Bioassay records deposited in PubChem BioAssay by several laboratories.
Hck Nef HTS: inhibitors of Nef-activated human Hck kinase, primary screen, biochemical, Z-Lyte FRET, 384-well, Hck-YEEI; Tyrosine-protein kinase HCK (Homo sapiens), P08631; Recombinant Hck-YEEI plus Nef, Z-Lyte FRET kinase assay; inhibition, % at 20 µM; 220,000 compounds, 0.68% hits;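 active means Hck-Nef kinase inhibition above about 50%, limit read from the data; inactive means inhibition below that limit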;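 further: 0% = DMSO with Hck plus Nef and 100% = Hck alone without Nef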
Target sequence (P08631 whole entry, looked up): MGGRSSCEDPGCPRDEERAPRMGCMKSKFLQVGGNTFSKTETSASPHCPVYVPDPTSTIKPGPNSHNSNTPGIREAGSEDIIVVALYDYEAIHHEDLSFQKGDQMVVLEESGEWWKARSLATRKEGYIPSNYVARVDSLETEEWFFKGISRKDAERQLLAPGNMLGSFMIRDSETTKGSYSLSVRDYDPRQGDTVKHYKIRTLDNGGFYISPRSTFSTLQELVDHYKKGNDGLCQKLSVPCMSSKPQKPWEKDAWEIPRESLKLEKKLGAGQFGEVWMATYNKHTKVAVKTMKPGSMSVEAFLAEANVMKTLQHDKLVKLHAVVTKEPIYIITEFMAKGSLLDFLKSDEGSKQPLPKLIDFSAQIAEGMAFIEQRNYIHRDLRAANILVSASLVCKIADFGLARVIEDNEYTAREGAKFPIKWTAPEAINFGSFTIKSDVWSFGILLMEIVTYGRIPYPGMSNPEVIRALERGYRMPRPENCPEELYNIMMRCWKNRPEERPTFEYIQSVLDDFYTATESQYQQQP
NPY-Y1 PAM-ag: NPY-Y1 receptor potentiators or agonists, primary screen, cell-based; 220,000 compounds, 0.37% hits; NPY-Y1 expressing cells, potentiator/agonist activation; Neuropeptide Y receptor type 1 (Homo sapiens), P25929; AID 1304, 2008; activation, % at 3.6 µM; in the data active means activation above about 33%, passing the limit was not always enough;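 further: cells stimulated with NPY at EC10 then isoproterenol at EC100; 0% = low agonist plus stimulus and 100% = saturating agonist plus stimulus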
Runt-SMMHC FRET: inhibitors of RUNX1 Runt–CBFb-SMMHC binding, primary screen, biochemical, FRET, Cerulean-Runt, Venus-CBFb-SMMHC, uHTS. Runt-related transcription factor 1 (Homo sapiens) + Core-binding factor subunit beta …. Cerulean-Runt/Venus-CBFb-SMMHC FRET ratio 530/480, 1 h. inhibition, % at 20 µM. 220,000 compounds, 0.74% hits. AID 1434, 2008;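 active means mean inhibition across duplicate retests at 20 µM reaching about 50%, limit read from the data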;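 further: 0% = DMSO wells and 100% = wells with excess untagged CBFb-SMMHC; inhibitors lower the FRET ratio by blocking Runt binding to CBFb-SMMHC; some results filed as inactive read as strong as hits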
Runt-CBFb FRET: inhibitors of RUNX1 Runt–CBFb binding, primary screen, biochemical, FRET, Cerulean-Runt, Venus-CBFb, uHTS. Cerulean-Runt/Venus-CBFb FRET ratio 530/480, 1 h. AID 1496, 2009. Runt-related transcription factor 1 (Homo sapiens) + Core-binding factor subunit beta …. inhibition, % at 20 µM. 220,000 compounds, 0.46% hits;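 active means inhibition over about 50% at 20 µM in the single-dose screen, limit read from the data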;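 further: 0% = DMSO wells and 100% = excess unlabeled CBFb competitor control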
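Measured by: fluorescence energy transfer, 422 nm excitation, 530/480 nm emission; test system: Cerulean-tagged RUNX1 Runt domain (FRET donor) fusion protein; buffer or medium: Tris pH 7.5 buffer with BSA; compound: one dose, 20 µM compound, 1% DMSO; times: two 1 h room-temperature incubations shielded from light; benchmarks: unlabeled CBFb 5 µM, positive control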
RBBP9 inh: human RBBP9 inhibitors, primary screen, biochemical, fluorescence polarization, FP-Rh probe, HTS; Serine hydrolase RBBP9 (Homo sapiens), O75884; recombinant RBBP9; inhibition, % at 7.94 µM; 220,000 compounds, 0.2% hits;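 active means inhibition above the campaign mean of all tested compounds plus 3 SD, cut at about 14% in these data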;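 further: plate controls were DMSO wells with RBBP9 for no effect and wells lacking RBBP9 protein for full effect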
Target sequence (O75884 whole entry, looked up): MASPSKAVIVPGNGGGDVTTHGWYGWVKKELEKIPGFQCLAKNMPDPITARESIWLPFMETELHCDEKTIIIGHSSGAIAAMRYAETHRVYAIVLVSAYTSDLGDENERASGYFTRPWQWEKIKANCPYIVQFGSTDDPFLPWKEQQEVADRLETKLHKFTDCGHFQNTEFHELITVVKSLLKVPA
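System: RBBP9 protein / Buffer or medium: Tris/NaCl buffer pH 8.0 with 0.1% Pluronic / Probe or stimulus: Serine-hydrolase probe FP-Rh, 375 nM pre-mixing / Dosing: 7.94 µM single dose, 0.794% DMSO / Times: enzyme-compound preincubation 30 min, then probe labeling 45 min, 25 °C / Technique: fluorescence polarization (mP), excitation 525 nm, emission 598 nm / Replication: singlicate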
p97 inhibitor: inhibitors of human p97 ATPase, primary screen, biochemical. Transitional endoplasmic reticulum ATPase (Homo sapiens), P55072. recombinant p97 ATPase, Kinase-Glo ATP luminescence, 3 h. inhibition, % at 8 µM. 220,000 compounds, 0.42% hits; in the data active means inhibition above about 15%;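 further: 0% = DMSO vehicle and 100% = wells lacking enzyme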
NPY-Y2 PAM-ag: NPY-Y2 potentiators or agonists, primary screen, cell-based; cells expressing NPY-Y2, potentiator/agonist read-out; activation, % at 3.6 µM; 220,000 compounds, 0.45% hits; AID 1359, 2008; in the data active means activation above about 27%;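 further: cells stimulated with NPY near EC25 plus isoproterenol at EC100; 0% = vehicle plus submaximal agonist and 100% = vehicle plus saturating agonist; some results beyond the cut were filed as inactive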
Target sequence (P49146 whole entry, looked up): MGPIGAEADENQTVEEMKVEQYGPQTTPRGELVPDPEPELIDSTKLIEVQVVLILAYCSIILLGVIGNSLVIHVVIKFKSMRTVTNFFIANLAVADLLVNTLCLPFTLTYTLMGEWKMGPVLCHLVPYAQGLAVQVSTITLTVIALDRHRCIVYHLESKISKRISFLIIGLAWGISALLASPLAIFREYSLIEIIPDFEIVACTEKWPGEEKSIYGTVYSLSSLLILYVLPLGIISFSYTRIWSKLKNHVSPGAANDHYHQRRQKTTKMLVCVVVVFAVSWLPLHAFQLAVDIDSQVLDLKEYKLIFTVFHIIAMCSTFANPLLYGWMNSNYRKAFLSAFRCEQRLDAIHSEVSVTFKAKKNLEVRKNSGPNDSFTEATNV
NPY-Y1 antag: NPY-Y1 receptor antagonists, primary screen, cell-based; inhibition, % at 3.6 µM; Neuropeptide Y receptor type 1 (Homo sapiens), P25929; AID 1040, 2008; 200,000 compounds, 1% hits; HEK293-CNG Y1 cells, membrane potential fluorescence; NPY at EC95, then isoproterenol;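 active means inhibition above the campaign mean inhibition of all tested compounds plus 3 SD, cut at about 20% in these data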;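 further: 0% = DMSO wells given NPY plus isoproterenol and 100% = isoproterenol alone without NPY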
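Test system – HEK293 Y1/CNG channel cell line · Also added – NPY agonist 25 nM, then isoproterenol 1 µM plus Ro 20-1724 25 µM · Compound dosing – one concentration, 3.6 µM, in 0.4% DMSO · Schedule – compound incubation 1 h at room temperature, readout 45 min post-stimulation · Technique – fluorescence, membrane potential probe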
Mdm2 ligase inh: MDM2-luciferase reporter signal enhancers, primary screen, MDM2 E3 ligase inhibitor project, cell-based, luminescence, 1536-well. 210,000 compounds, 0.11% hits. E3 ubiquitin-protein ligase Mdm2 (Homo sapiens), Q00987. signal enhancement, % at 5 µM. cell-based MDM2 ubiquitination luciferase reporter, 2 h; 0 = plate control, 100 = twice control, blank-subtracted;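 active means signal enhancement of 30% or more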;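 further: luminescence tracks abundance of the self-degrading MDM2-luciferase fusion protein; higher signal means inhibition of MDM2 E3 ligase activity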
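Assay system: stable mammalian line carrying autodegrading MDM2–luciferase fusion reporter; Input: 2000 cells in each well; Compound dosing: single-point 5 µM; Schedule: 2 h compound exposure at 37 °C; Signal: SteadyLite luciferase luminescence after 15 min room-temperature reagent incubation; Evaluation: % luminescence enhancement versus blank-corrected plate control mean; Benchmarks: plate controls and plate blanks.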
* marks the source's active call; other numbers are inactive results.

What do the screens show for `Cc1ccc(Cn2c(C(=O)NCCCN3CCOCC3)cc3sccc32)cc1`?
Hck Nef HTS: 0; NPY-Y1 PAM-ag: -13; Runt-SMMHC FRET: 3; Runt-CBFb FRET: -2; RBBP9 inh: 3; p97 inhibitor: 2; NPY-Y2 PAM-ag: -4; NPY-Y1 antag: 0; Mdm2 ligase inh: 5

Results for Cc1cc2cc(CN(Cc3ccco3)C(=O)C3CCCCC3)c(=O)[nH]c2cc1C ?
Hck Nef HTS: 1; NPY-Y1 PAM-ag: -16; Runt-SMMHC FRET: 1; Runt-CBFb FRET: 3; RBBP9 inh: -11; p97 inhibitor: -3; NPY-Y2 PAM-ag: 2; NPY-Y1 antag: 0; Mdm2 ligase inh: -15

Results for CCCCCCC#Cc1ccc2c(c1)COc1c3ccccc3nn1-2 ?
Hck Nef HTS: 33; Runt-SMMHC FRET: 1; Runt-CBFb FRET: 0; Mdm2 ligase inh: 14

What do the screens show for `O=C1CCCCCN1Cc1nnc(SCc2nc3ccccc3s2)n1-c1ccccn1`?
Hck Nef HTS: -1; NPY-Y1 PAM-ag: 14; Runt-SMMHC FRET: -1; Runt-CBFb FRET: 1; RBBP9 inh: -4; p97 inhibitor: 5; NPY-Y2 PAM-ag: 0; NPY-Y1 antag: -1; Mdm2 ligase inh: 0

Results for Cc1ccc(N(CC(N)=O)C2SC(=O)N(Cc3ccccc3)C2=O)cc1 (stereo unspecified) ?
Hck Nef HTS: 1; NPY-Y1 PAM-ag: -1; Runt-SMMHC FRET: 3; Runt-CBFb FRET: 2; RBBP9 inh: -9; p97 inhibitor: 4; NPY-Y2 PAM-ag: -6; NPY-Y1 antag: -3; Mdm2 ligase inh: -11

Results for CCOc1ccc(CCNC(=O)C2CCN(S(=O)(=O)CC)CC2)cc1OCC ?
Hck Nef HTS: 1; NPY-Y1 PAM-ag: 3; Runt-SMMHC FRET: -2; Runt-CBFb FRET: -2; RBBP9 inh: -3; p97 inhibitor: 2; NPY-Y2 PAM-ag: -2; NPY-Y1 antag: -4; Mdm2 ligase inh: -11

Results for CCN(CCCNC(=O)CCCN1C(=O)COc2ccc(C)cc21)c1cccc(C)c1 ?
Hck Nef HTS: 0; NPY-Y1 PAM-ag: 2; Runt-SMMHC FRET: 1; Runt-CBFb FRET: -6; RBBP9 inh: -3; p97 inhibitor: -11; NPY-Y2 PAM-ag: 5; NPY-Y1 antag: 1; Mdm2 ligase inh: -9

How did O=C(Nc1cc(Oc2ccccc2)cc([N+](=O)[O-])c1)C12CC3CC(C1)CC(n1cnc(Cl)n1)(C3)C2 do in these assays?
Hck Nef HTS: 0; NPY-Y1 PAM-ag: 39; Runt-SMMHC FRET: -4; RBBP9 inh: -23; p97 inhibitor: 3; NPY-Y2 PAM-ag: 30; NPY-Y1 antag: -1; Mdm2 ligase inh: 2

How did O=C(Cn1nnc(-c2ccccc2Cl)n1)N/N=C/c1ccc2c(c1)OCO2 do in these assays?
Hck Nef HTS: 1; NPY-Y1 PAM-ag: -10; Runt-SMMHC FRET: 1; Runt-CBFb FRET: 2; RBBP9 inh: 1; p97 inhibitor: 1; NPY-Y2 PAM-ag: 6; NPY-Y1 antag: 3; Mdm2 ligase inh: 2

Results for NS(=O)(=O)c1ccc(N=Cc2ccc(Br)s2)cc1 ?
Hck Nef HTS: 3; NPY-Y1 PAM-ag: -7; Runt-SMMHC FRET: 0; Runt-CBFb FRET: 0; RBBP9 inh: -1; p97 inhibitor: 10; NPY-Y2 PAM-ag: 3; NPY-Y1 antag: 2; Mdm2 ligase inh: -8

How did CCOc1ccc(-n2nnnc2SCC(=O)NNC(=O)c2ccco2)cc1 do in these assays?
Hck Nef HTS: -9; NPY-Y1 PAM-ag: -14; Runt-SMMHC FRET: -4; Runt-CBFb FRET: 0; RBBP9 inh: -5; p97 inhibitor: 0; NPY-Y2 PAM-ag: -25; NPY-Y1 antag: 4; Mdm2 ligase inh: -7

What do the screens show for `CC1CCN(C(=O)CCCC(=O)O)CC1`?
Hck Nef HTS: 3; NPY-Y1 PAM-ag: -32; Runt-SMMHC FRET: 14; Runt-CBFb FRET: 2; RBBP9 inh: 2; p97 inhibitor: 8; NPY-Y2 PAM-ag: 0; NPY-Y1 antag: 1; Mdm2 ligase inh: -2

Results for COc1cc(OC)cc(C(=O)NCCCN2CCN(CCCNC(=O)c3cc(OC)cc(OC)c3)CC2)c1 ?
Hck Nef HTS: 3; NPY-Y1 PAM-ag: 1; Runt-SMMHC FRET: 0; Runt-CBFb FRET: -2; RBBP9 inh: -3; p97 inhibitor: 2; NPY-Y2 PAM-ag: -4; NPY-Y1 antag: 1; Mdm2 ligase inh: -8

Results for CCCCCCC(C)OC(=O)c1ccccc1C(=O)O (stereo unspecified) ?
Hck Nef HTS: -5; NPY-Y1 PAM-ag: 2; Runt-SMMHC FRET: 1; Runt-CBFb FRET: 1; RBBP9 inh: -8; p97 inhibitor: 4; NPY-Y2 PAM-ag: 17; Mdm2 ligase inh: -16

What do the screens show for `CCCN1CCC(NC(=S)Nc2ccc(C(=O)OCC)cc2)CC1`?
Hck Nef HTS: 0; NPY-Y1 PAM-ag: 8; Runt-SMMHC FRET: -2; Runt-CBFb FRET: 3; RBBP9 inh: -2; p97 inhibitor: 4; NPY-Y2 PAM-ag: 10; NPY-Y1 antag: -2; Mdm2 ligase inh: -19

How did CC(C)N(Cc1cc2ccccc2[nH]c1=O)C(=O)C1CCCCC1 do in these assays?
Hck Nef HTS: 0; NPY-Y1 PAM-ag: 5; Runt-SMMHC FRET: 1; Runt-CBFb FRET: 0; RBBP9 inh: 1; p97 inhibitor: 2; NPY-Y2 PAM-ag: 7; NPY-Y1 antag: -2; Mdm2 ligase inh: -13

How did COc1cccc(-c2nn(C)c3sc(C(=O)N4CCN(c5ccccc5)CC4)cc23)c1 do in these assays?
Hck Nef HTS: -7; NPY-Y1 PAM-ag: -13; Runt-SMMHC FRET: -6; Runt-CBFb FRET: -10; RBBP9 inh: -3; p97 inhibitor: 1; NPY-Y2 PAM-ag: 3; NPY-Y1 antag: 1; Mdm2 ligase inh: -14

Results for COc1ccc(-c2nsc(SCC(=O)NCc3ccc4c(c3)OCO4)n2)cc1 ?
Hck Nef HTS: 0; NPY-Y1 PAM-ag: -5; Runt-SMMHC FRET: 1; Runt-CBFb FRET: -1; RBBP9 inh: 3; p97 inhibitor: 2; NPY-Y2 PAM-ag: -1; NPY-Y1 antag: 0; Mdm2 ligase inh: -10

Results for COC(=O)c1ccc(C(=O)N2CCCC(CNC(=O)c3ccccc3Cl)C2)cc1 (stereo unspecified) ?
Hck Nef HTS: 20; NPY-Y1 PAM-ag: 0; Runt-SMMHC FRET: 2; Runt-CBFb FRET: 0; RBBP9 inh: -10; p97 inhibitor: 4; NPY-Y2 PAM-ag: -11; NPY-Y1 antag: 2; Mdm2 ligase inh: 9

What do the screens show for `S=c1[nH]nc(NCCCN2CCOCC2)s1`?
Hck Nef HTS: -167; NPY-Y1 PAM-ag: -11; Runt-SMMHC FRET: 57; Runt-CBFb FRET: 32; RBBP9 inh: -11; p97 inhibitor: 0; NPY-Y2 PAM-ag: -11; Mdm2 ligase inh: -9

How did C/C(N)=C(/C#N)C(=O)CSc1nncn1-c1ccccc1 do in these assays?
Hck Nef HTS: 17; NPY-Y1 PAM-ag: 7; Runt-SMMHC FRET: 2; Runt-CBFb FRET: -2; RBBP9 inh: -2; p97 inhibitor: 2; NPY-Y2 PAM-ag: -6; NPY-Y1 antag: -6; Mdm2 ligase inh: -5

What do the screens show for `COc1cccc2sc(NNC(=O)C3COc4ccccc4O3)nc12` (stereo unspecified)?
Hck Nef HTS: 29; NPY-Y1 PAM-ag: 5; Runt-SMMHC FRET: 15; Runt-CBFb FRET: 22; RBBP9 inh: -6; p97 inhibitor: 3; NPY-Y2 PAM-ag: 15; NPY-Y1 antag: -2; Mdm2 ligase inh: -1

Results for O=C(CCCC(=O)OCC(Cl)=C(Cl)Cl)Nc1cccc2ccccc12 ?
Hck Nef HTS: 0; NPY-Y1 PAM-ag: -6; Runt-SMMHC FRET: 2; Runt-CBFb FRET: -4; RBBP9 inh: 3; p97 inhibitor: 3; NPY-Y2 PAM-ag: -9; NPY-Y1 antag: 3; Mdm2 ligase inh: -5

How did COc1cccc(/C=N/NC(=O)c2ccc(=O)[nH]n2)c1O do in these assays?
Hck Nef HTS: 46; NPY-Y1 PAM-ag: 7; Runt-SMMHC FRET: 1; Runt-CBFb FRET: 3; RBBP9 inh: -4; p97 inhibitor: 3; NPY-Y2 PAM-ag: -2; Mdm2 ligase inh: -12

What do the screens show for `C(#CCN1CCCC1)CC(c1ccccc1)c1ccccc1`?
Hck Nef HTS: 14; NPY-Y1 PAM-ag: -18; Runt-SMMHC FRET: 0; Runt-CBFb FRET: -1; RBBP9 inh: -2; p97 inhibitor: -3; NPY-Y2 PAM-ag: -16; NPY-Y1 antag: 10; Mdm2 ligase inh: -6

Results for COc1ccc(CCNc2cc(N3CCN(C(=O)c4ccc(C)cc4)CC3)ccc2[N+](=O)[O-])cc1OC ?
Hck Nef HTS: 5; NPY-Y1 PAM-ag: 0; Runt-SMMHC FRET: -9; Runt-CBFb FRET: -13; RBBP9 inh: -3; p97 inhibitor: 1; NPY-Y2 PAM-ag: -6; NPY-Y1 antag: 4; Mdm2 ligase inh: -57
